Compound activity: PubChem, several laboratories
PHOSPHO1 inh = blocks human PHOSPHO1 phosphatase activity. inhibition, % at 13.3 µM. hit rate 1.1% among 290,000. AID 1565. recombinant PHOSPHO1, absorbance phosphatase assay. Q8TCT1; in the data active = inhibition above about 60%
MEKK2 mut-MEK5 = signal of MEK5 binding to mutant human MEKK2 PB1 domain; hit rate 0.35% among 290,000; bead flow cytometry, Alexa488-MEK5 binding to MEKK2 mutant; percent response, % at 10 µM; in the data active = percent response above about 24%, passing the limit was not always enough; note: inactives centre near 1; some results filed as inactive read as strong as hits; reference of the scale not given here
MEKK3 PB1 HTS = MEKK3-MEK5 PB1 interaction, increase or decrease | Q99759 | bead-based flow cytometry, Alexa488-MEK5 binding to MEKK3; actives lie on both sides; 0 = blocked by unlabeled MEK5, 100 = vehicle | binding response (% of control), % at 10 µM | hit rate 1.4% among 290,000;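 active = binding response more than 3 SD above or below the average of its plate-row segment, actives on both sides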;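 note: Alexa488 bead fluorescence after subtracting the streptavidin-only scavenger bead signal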
Target sequence (Q99759 whole entry, looked up): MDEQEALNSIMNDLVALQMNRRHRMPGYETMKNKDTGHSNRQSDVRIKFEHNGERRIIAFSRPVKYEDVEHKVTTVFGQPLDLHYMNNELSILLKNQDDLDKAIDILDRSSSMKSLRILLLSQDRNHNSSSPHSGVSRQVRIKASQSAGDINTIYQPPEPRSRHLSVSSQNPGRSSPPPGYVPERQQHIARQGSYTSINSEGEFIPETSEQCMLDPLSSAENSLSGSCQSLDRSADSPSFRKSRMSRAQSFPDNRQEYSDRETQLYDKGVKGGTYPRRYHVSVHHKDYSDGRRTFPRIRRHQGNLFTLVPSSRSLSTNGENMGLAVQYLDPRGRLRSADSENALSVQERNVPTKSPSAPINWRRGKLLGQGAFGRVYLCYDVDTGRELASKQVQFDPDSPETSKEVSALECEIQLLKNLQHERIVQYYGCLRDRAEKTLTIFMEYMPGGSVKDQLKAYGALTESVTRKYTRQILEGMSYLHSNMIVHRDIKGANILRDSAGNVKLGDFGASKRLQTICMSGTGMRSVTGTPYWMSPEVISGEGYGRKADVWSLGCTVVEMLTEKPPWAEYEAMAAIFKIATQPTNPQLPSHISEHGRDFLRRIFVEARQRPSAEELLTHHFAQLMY
NALP1 yeast inh = inhibitors of NALP1 inflammasome in yeast | S. cerevisiae NALP1/ASC/caspase-1 growth, X-gal OD620, 72 h | inhibition, % at 10 µM | hit rate 0.61% among 280,000 | AID 2071; in the data active = inhibition mostly above about 24%, no sharp cut-off; inactive = mostly below about 32%; note: some compounds called inactive have numbers as strong as hits
M18AAP inhibitor = PfM18AAP enzyme inhibition; hit rate 1.2% among 290,000; inhibition, % at 7.35 µM; recombinant PfM18AAP, H-Glu-NHMec fluorogenic cleavage;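 active = inhibition above the campaign mean inhibition over all tested compounds plus 3 SD, cut at about 28% in these data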;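 note: 0% = plate median of test compound wells and 100% = 2 mM ZnCl2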
MEKK2wt PB1 HTS = raises or lowers MEK5 binding to wildtype human MEKK2 PB1 domain; hit rate 1.1% among 290,000; binding response (% of control), % at 10 µM; bead flow cytometry, Alexa488-MEK5 binding to MEKK2 WT; actives lie on both sides; in the data active = binding response below about 67% or above about 130%
FID counter = fluorescent intercalator displacement, NS3 helicase counter-screen. DNA fluorescent intercalator displacement, fluorescence. inhibition, % at 7.9 µM. hit rate 0.17% among 290,000; in the data active = inhibition above about 37%;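 note: 0% = vehicle and 100% = reference compound; higher means more ethidium bromide displaced from hairpin DNA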
GPR7 antagonist = human neuropeptides B/W receptor 1 antagonism | inhibition, % at 4.4 µM | P48145 | hit rate 1.1% among 290,000 | GPR7-expressing cells, fluorescence antagonist assay; in the data active = inhibition above about 16%, passing the limit was not always enough;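 note: cells stimulated with the agonist NPW; 0% = agonist with vehicle and 100% = vehicle without agonist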
Target sequence (P48145 whole entry, looked up): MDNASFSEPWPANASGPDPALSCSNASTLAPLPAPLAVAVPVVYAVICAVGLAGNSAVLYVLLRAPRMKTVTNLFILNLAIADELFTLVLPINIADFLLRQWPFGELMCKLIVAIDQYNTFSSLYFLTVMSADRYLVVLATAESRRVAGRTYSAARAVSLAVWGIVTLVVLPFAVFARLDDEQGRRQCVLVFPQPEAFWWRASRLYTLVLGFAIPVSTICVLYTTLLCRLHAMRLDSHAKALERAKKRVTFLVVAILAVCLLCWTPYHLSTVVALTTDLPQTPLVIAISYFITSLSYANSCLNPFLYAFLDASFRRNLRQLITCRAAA
OXTR ag = human OXTR agonism; P30559; hit rate 0.32% among 320,000; AID 2435; CHO-OTR cells, Fluo-8 calcium fluorescence; normalized: DMSO 0%, oxytocin 100%; activation, % at 3 µM;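 active = activation above the mean of all tested compounds plus 3 SD, cutoff set per screening run, cut at about 20% in these data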;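 note: peak over basal fluorescence ratio from a 100 s FLIPR kinetic read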
* hit, by the source's call; / = not tested or not shown.

smiles	MEKK2wt PB1 HTS	GPR7 antagonist	PHOSPHO1 inh	M18AAP inhibitor	OXTR ag	MEKK2 mut-MEK5	FID counter	NALP1 yeast inh	MEKK3 PB1 HTS
CCCN=Cc1c(CCC)[nH]n(-c2nc3ccccc3s2)c1=O	106	0	0	2	-0.8	6	-15	-4	106
O=C(O)CCCCCNS(=O)(=O)c1ccc(Cl)cc1	/	2	-38	-4	1.2	/	0	4	/
O=C(CSc1nc2ccccc2c(=O)n1Cc1ccco1)c1ccc(F)cc1	91	-3	3	-2	-1.2	-1	-12	-5	98
O=C(NC1(C(F)(F)F)C(=O)Nc2c1c(=O)[nH]c(=O)n2Cc1ccccc1)c1ccc(Cl)cc1 (stereo unspecified)	101	-9	14	-1	0.6	2	-1	-12	101
CCCCn1c(-c2cccnc2)nc2cc3[nH]c(=O)c(C(C)C)nc3cc21	87	-7	-36	8	-0.1	2	-39	8	97
Cc1cccc2nc(COc3ccc(Cl)c4cccnc34)cn12	88	-9	23	0	-2.4	-6	-14	-12	95
COc1cccc(CNC(=O)CSc2nnc3c(n2)[nH]c2ccc(C)cc23)c1	103	-10	19	-2	0.6	7	-13	27	100
Cn1ccnc1SCC(=O)Nc1cccc(S(=O)(=O)N2CCCCC2)c1	97	-1	37	-4	0.4	-5	-8	-10	101
O=C(COc1ccc(C(=O)O)cc1)Nc1cccc(C(F)(F)F)c1	102	1	11	-3	1.7	-2	-11	2	98
O=C(N[C@@H](Cc1ccccc1)C(=O)N1CCC2(CC1)NCCc1[nH]cnc12)c1cccc(F)c1	104	-8	7	-8	9.1	-1	10	24	99
O=S(=O)(c1ccc(Cl)nc1)N1CCN(Cc2ccc3c(c2)OCO3)CC1	98	3	3	5	-0.3	2	-1	10	97
Cc1cc(=O)n2nc(N3CCCC(C(=O)NCCCN4CCc5ccccc5C4)C3)sc2n1 (stereo unspecified)	/	-6	-31	-1	/	/	-5	18	/
COc1ccc(-n2nc3cc(C)c(N)cc3n2)cc1Cl	104	2	-24	5	0.1	6	0	8	103
O=C(N/N=C/c1cc([N+](=O)[O-])ccc1N1CCCCCC1)c1ccccn1	94	-5	-12	-7	-2.9	-7	3	10	97
N#CC1=C(N)NC(=S)C(C(N)=O)C1c1ccccc1F (stereo unspecified)	101	-9	13	46*	0.9	3	-1	/	104

smiles	MEKK2wt PB1 HTS	GPR7 antagonist	PHOSPHO1 inh	M18AAP inhibitor	OXTR ag	MEKK2 mut-MEK5	FID counter	NALP1 yeast inh	MEKK3 PB1 HTS
COc1ccc(Nc2nccc(OC)c2C#N)cc1	88	3	16	-13	-0.3	-5	-4	0	91
COc1ccc(-c2[nH]ncc2CN2CCCN(C(=O)c3ccco3)CC2)cc1F	92	0	36	-9	1.5	-15	-8	/	87
Nc1nc(C(F)(F)F)c(Br)c(=O)n1N	98	-8	28	2	0.9	1	-3	2	105
COc1ccc(/C=C(\NC(=O)c2cccs2)C(=O)NN)cc1OC	104	-6	18	-6	/	10	-22	9	103
CCOC(=O)N1CCC(N2Cc3cccc(C(=O)NCc4ccc5c(c4)OCO5)c3C2=O)CC1	93	-8	34	-4	0.1	-4	-19	-4	95
O=C(/C=C/c1ccc(Cl)c(Cl)c1)N1CCOCC1	107	-12	39	7	4.1	10	-13	5	103
N#C/C(=C\c1cccnc1)C(=O)Nc1ccc(C(=O)O)cc1	98	0	4	0	0.2	-1	-2	9	100
Cc1ccsc1/C=N/NC(=O)c1ccncc1	103	-1	16	-14	-0.4	-1	-4	3	117
CCn1c(=O)cc(SCC(=O)NCCCN2CCN(c3ccc(F)cc3)CC2)c2ccccc21	119	-4	11	5	-1.0	11	26	2	105
COc1ccc(-n2[nH]c(C)cc2=O)cc1	94	11	32	-6	1.4	-1	-2	-20	97
CCOC(=O)c1cccc(N2C(=O)C3C4C=CC(CC4)C3C2=O)c1 (stereo unspecified)	99	22	33	-4	-1.7	0	-25	29	99
COCCN1CCN(C(=O)c2cc(COc3ccc(F)c(F)c3)on2)CC1	99	12	51	9	/	-5	-18	17	99
O=c1oc2cc(OCc3c(F)cccc3Cl)ccc2cc1-c1ccccn1	105	-6	/	-4	2.5	5	4	/	102
C=CCn1c(COc2cccc(C)c2C)nnc1SCC(=O)N1CCN(c2ccccc2)CC1	96	-7	-14	1	2.8	11	-12	28	101
COc1ccc(CCNC(=O)c2nc(-c3cccs3)no2)cc1OC	109	-7	32	-1	11	6	-22	11	102

smiles	MEKK2wt PB1 HTS	GPR7 antagonist	PHOSPHO1 inh	M18AAP inhibitor	OXTR ag	MEKK2 mut-MEK5	FID counter	NALP1 yeast inh	MEKK3 PB1 HTS
COC(=O)c1ccccc1NC(=O)Nc1cc(C)ccn1	99	-13	54	-1	0.4	-1	2	9	98
CCN1CCN(CC(O)COc2ccc3c(C)cc(=O)oc3c2)CC1 (stereo unspecified)	94	1	8	-7	0.1	-6	4	4	90
COc1ccc(CCNC(=O)CC(=O)NCCc2ccc(OC)cc2)cc1	101	-4	27	-4	1.0	-3	-24	12	102
CC(C)CN(C(=O)C1CSC2(C)CCC(=O)N12)c1c(N)n(Cc2ccccc2)c(=O)[nH]c1=O (stereo unspecified)	110	-10	0	6	0.3	9	-10	3	104
CCOC(=O)Cn1c2[n+](c3ccccc31)CC(O)CS2 (stereo unspecified)	102	16	-13	-12	1.7	5	-5	6	106
Cc1cc(NCC2CCCO2)n2c(nc3ccccc32)c1C#N (stereo unspecified)	110	7	8	3	-0.8	4	-7	/	108
O=C(NCCN1C(=O)S/C(=C/c2cccnc2)C1=O)C1CC(=O)N(Cc2ccccc2)C1 (stereo unspecified)	100	-6	25	7	-0.9	-1	-19	-5	108
N#CCSc1nnc(Cc2ccc3c(c2)OCO3)o1	105	21	-11	5	0.2	1	-2	13	106
C#CCOCCOCCOCCNc1nc(N2CCN(C(=O)Cn3cc(CC(C)O)nn3)CC2)nc(N2CCN(C(=O)Cn3cc(CC(C)O)nn3)CC2)n1 (stereo unspecified)	80	-7	-11	1	0.4	3	-31	12	73
Cn1nc(C(=O)Nc2cccnc2)c2ccccc2c1=O	103	-13	-10	-1	0.3	2	-5	12	100
CCC(/C=N/NC(=O)C(N)=O)CC	97	-4	-7	-10	-1.0	-3	-7	21	92
COCc1ccc(C(=O)NC2CCCN(Cc3ccccc3F)C2)o1 (stereo unspecified)	110	-3	18	4	-0.2	7	-10	2	103
CCn1c(O)c(C=Nc2ccccc2)sc1=S	90	-1	-16	5	-2.5	-3	3	12	97
O=C(c1cccnc1)N1N=C(C2CC2)CC1(O)C(F)(F)F (stereo unspecified)	99	-18	33	0	0.0	-3	-3	16	96
O=C(COC(=O)C1(c2ccccc2F)CCCC1)N1CCOCC1	107	4	3	7	4.2	12	-6	46	110

smiles	MEKK2wt PB1 HTS	GPR7 antagonist	PHOSPHO1 inh	M18AAP inhibitor	OXTR ag	MEKK2 mut-MEK5	FID counter	NALP1 yeast inh	MEKK3 PB1 HTS
COc1cc(C(CCN2CCOCC2)c2c(OC)cc(OC)c3c2OC(=O)CC3c2ccc(N(C)C)cc2)cc(OC)c1OC (stereo unspecified)	102	/	-13	/	-0.4	4	/	-1	99
CC1=C(C(=O)Nc2ccccc2)C2(CCCCC2)C(C(N)=O)C(=S)N1 (stereo unspecified)	109	-4	-7	7	-1.6	0	-4	24	115
Cn1c(CNc2nc3ccccc3n2C)nc2ccccc21	101	2	12	-6	-0.1	2	1	-3	104
COC(=O)c1ccccc1NC(=O)CN(C)S(=O)(=O)c1ccc(OC)cc1	98	5	7	-2	1.0	-1	-5	-2	99
O=C1Nc2ccccc2/C1=N\N=C\c1ccc(O)c(O)c1	99	2	24	48*	0.1	-4	-2	2	97
C=CCN1C(=O)[C@]2(c3ccccc31)C1CCCC=C1C(C#N)=C(N)C2(C#N)C#N (stereo partly specified)	83	-2	10	7	4.8	-9	-10	-12	89
O=C(CSc1nc2sc3c(c2c(=O)n1-c1ccccc1)CCCC3)NCc1ccco1	/	-11	-12	4	-0.6	/	-3	24	/
COC(=O)c1ccccc1C(=O)c1ccc2c(c1)NC(=O)CO2	87	6	33	-11	0.4	-8	-5	15	86
COc1ccc(CCNC(=O)Cn2nnc(C(=O)Nc3ccc(Br)cc3)c2N)cc1OC	100	-4	-10	4	0.3	-3	-9	13	98
O=C(N[C@@H](Cc1ccc(O)cc1)C(=O)O)c1ccncc1	92	/	/	/	-0.9	-5	/	/	82
CCOC(=O)c1cnc(SCC(=O)Nc2ccc(NC(=O)CC)c(OC)c2)nc1N	94	0	14	1	-0.4	-6	-21	38	96
CCOc1ccc(Nc2oc(-c3ccc(Cl)cc3)nc2C#N)cc1	105	-15	29	3	-0.9	3	7	-5	105
O=C(NCc1cn2ccsc2n1)c1cccs1	112	0	26	-1	-0.2	10	-1	-15	110
COc1ccc(C2CC(c3ccc(Br)cc3)=NN2C(=S)Nc2ccccc2)cc1 (stereo unspecified)	87	-9	32	42*	-0.5	-5	-4	-7	94
CC(C)CN1CCC(=O)N([C@H](CSc2ccccc2)Cc2ccccc2)CC1	108	19	4	0	-2.3	0	0	14	102

smiles	MEKK2wt PB1 HTS	GPR7 antagonist	PHOSPHO1 inh	M18AAP inhibitor	OXTR ag	MEKK2 mut-MEK5	FID counter	NALP1 yeast inh	MEKK3 PB1 HTS
Cc1nnc(SCc2cc(=O)oc3ccc4ccccc4c23)n1Cc1ccccc1	102	-4	-12	15	-1.8	13	-36	37	100
COc1ccccc1C(=O)N=C1SC2CS(=O)(=O)CC2N1c1ccccc1 (stereo unspecified)	97	-2	4	-1	0.9	-6	-14	21	101
COC(=O)c1ccc(N2CCCCC2)c(N)c1	112	-3	44	4	-2.1	0	-6	0	122
Cc1ccc(S(=O)(=O)N2CCC(C(=O)NCC3CC3)CC2)cc1	109	-14	30	-2	1.2	1	-7	-82	102

Some of these compounds in order of molecular weight, descending.
smiles	MEKK2wt PB1 HTS	GPR7 antagonist	PHOSPHO1 inh	M18AAP inhibitor	OXTR ag	MEKK2 mut-MEK5	FID counter	NALP1 yeast inh	MEKK3 PB1 HTS
COc1ccccc1C(=O)N=C1SC2CS(=O)(=O)CC2N1c1ccccc1 (stereo unspecified)	97	-2	4	-1	0.9	-6	-14	21	101
Cc1ccc(S(=O)(=O)N2CCC(C(=O)NCC3CC3)CC2)cc1	109	-14	30	-2	1.2	1	-7	-82	102
COC(=O)c1ccc(N2CCCCC2)c(N)c1	112	-3	44	4	-2.1	0	-6	0	122
